# KB-V1 cytotox – kills drug-selected multidrug resistant KB-V1 cells. Potency, µM (doses to about 46.1 µM), inactives show top-dose activity change, negative = cytotoxicity, usual class: cytotoxic. 400,000 tested, 3.4% active. AID 1347076. KB-V1 MDR cells viability, CellTiter-Glo, 72 h; note: potency is the fitted concentration of half-maximal effect; % is set by controls: 0 for no effect and ±100 for the full control effect; nearly all actives have a fitted effect of over 60% in size
#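 Cytotoxicity toward P-gp-expressing KB-V1 cells was determined as loss of CellTiter-Glo luminescence after 72 h at 37 degrees C. Compounds were tested in quantitative HTS format across a concentration range, with curves fitted to normalized data.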
# ATXN2 expr inh – inhibitors of ATXN2 expression; HEK-293 ATXN2-luciferase reporter, luminescence, 24 h; Potency, µM (doses to about 57 µM), for inactives: at the highest dose activity change, negative = inhibition, actives largely listed as inhibitors; 360,000 tested, 0.72% active; note: potency is the fitted concentration of half-maximal effect; % is set by controls: 0 for no effect and ±100 for the full control effect; nearly all actives have a fitted effect of over 55% in size
#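 qHTS (up to 57 uM final) was run with 24 h compound exposure of reporter cells at 37 °C. Each well was multiplexed: SteadyGlo luminescence measured ATXN2-luciferase expression after a fluorogenic Gly-Phe-AFC viability readout (25 uM final).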
# HT1080-NT tox – kills 2HG-producing HT-1080-NT fibrosarcoma cells; Potency, µM (titrated, usually from 46.1 µM), for inactives: top-dose activity, negative = less viability, most hits filed as cytotoxic; HT-1080-NT fibrosarcoma viability, CellTiter-Glo ATP luminescence, 48 h; 360,000 tested, 1.6% active;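 note: NT is the 2HG producing partner of a matched IDH1 knockdown line; potency is the fitted concentration of half-maximal effect; 0% = DMSO-treated cells and -100% = media-only wells without cells; nearly all actives have a fitted effect of over 55% in size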
#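 Read-out is CellTiter-Glo luminescence after 10 minutes at room temperature, following 48 hours' compound treatment of HT-1080-NT cells (750 cells/well, RPMI, 5% FBS, 37 degrees C).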
# HT1080 IDH1KD tx – HT-1080 IDH1 knockdown cell toxicity (counter line). HT-1080 IDH1 knockdown viability, ATP luminescence, 48 h. Potency, µM (top dose mostly 46.1 µM), inactives show top-dose activity, negative = toxicity, hits mostly cytotoxic. 360,000 tested, 2% active;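 note: potency is the fitted concentration of half-maximal effect; 0% = DMSO wells and -100% = cell-free medium wells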
#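 Luminescent ATP read-out (CellTiter-Glo, 10 min at room temperature) after 48 h compound exposure at 37 °C gave viability of IDH1-knockdown HT-1080 cells. Activity was normalised to DMSO and cell-free wells, then fitted as concentration-response curves.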
# KB-3-1 tox – kills parental KB-3-1 adenocarcinoma cells; KB-3-1 viability, CellTiter-Glo ATP luminescence, 72 h; 400,000 tested, 1.4% active; AID 1347075; Potency, µM (titrated, usually from 46.1 µM), for inactives: at the highest dose activity change, negative = cytotoxic, usual class: cytotoxic; note: potency is the fitted concentration of half-maximal effect; % is set by controls: 0 for no effect and ±100 for the full control effect; nearly all actives have a fitted effect of over 60% in size
#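 Screening of KB-3-1 cells (DMEM, 10% FBS, phenol-red free) ran from lowest to highest compound concentration; after 72 h at 37 °C viability was read luminescently and curves fitted.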
# WRN inhibitor – WRN helicase (human) inhibition; Potency, µM (top dose mostly 114 µM), without a hit: at the highest dose activity change, negative = inhibition, most hits filed as inhibitors; WRN helicase unwinding, fluorescent forked duplex, kinetic; AID 651768; Q14191; 360,000 tested, 0.46% active; note: potency is the fitted concentration of half-maximal effect; % is set by controls: 0 for no effect and ±100 for the full control effect; nearly all actives have a fitted effect of over 55% in size
# Target sequence (Q14191 whole entry, looked up): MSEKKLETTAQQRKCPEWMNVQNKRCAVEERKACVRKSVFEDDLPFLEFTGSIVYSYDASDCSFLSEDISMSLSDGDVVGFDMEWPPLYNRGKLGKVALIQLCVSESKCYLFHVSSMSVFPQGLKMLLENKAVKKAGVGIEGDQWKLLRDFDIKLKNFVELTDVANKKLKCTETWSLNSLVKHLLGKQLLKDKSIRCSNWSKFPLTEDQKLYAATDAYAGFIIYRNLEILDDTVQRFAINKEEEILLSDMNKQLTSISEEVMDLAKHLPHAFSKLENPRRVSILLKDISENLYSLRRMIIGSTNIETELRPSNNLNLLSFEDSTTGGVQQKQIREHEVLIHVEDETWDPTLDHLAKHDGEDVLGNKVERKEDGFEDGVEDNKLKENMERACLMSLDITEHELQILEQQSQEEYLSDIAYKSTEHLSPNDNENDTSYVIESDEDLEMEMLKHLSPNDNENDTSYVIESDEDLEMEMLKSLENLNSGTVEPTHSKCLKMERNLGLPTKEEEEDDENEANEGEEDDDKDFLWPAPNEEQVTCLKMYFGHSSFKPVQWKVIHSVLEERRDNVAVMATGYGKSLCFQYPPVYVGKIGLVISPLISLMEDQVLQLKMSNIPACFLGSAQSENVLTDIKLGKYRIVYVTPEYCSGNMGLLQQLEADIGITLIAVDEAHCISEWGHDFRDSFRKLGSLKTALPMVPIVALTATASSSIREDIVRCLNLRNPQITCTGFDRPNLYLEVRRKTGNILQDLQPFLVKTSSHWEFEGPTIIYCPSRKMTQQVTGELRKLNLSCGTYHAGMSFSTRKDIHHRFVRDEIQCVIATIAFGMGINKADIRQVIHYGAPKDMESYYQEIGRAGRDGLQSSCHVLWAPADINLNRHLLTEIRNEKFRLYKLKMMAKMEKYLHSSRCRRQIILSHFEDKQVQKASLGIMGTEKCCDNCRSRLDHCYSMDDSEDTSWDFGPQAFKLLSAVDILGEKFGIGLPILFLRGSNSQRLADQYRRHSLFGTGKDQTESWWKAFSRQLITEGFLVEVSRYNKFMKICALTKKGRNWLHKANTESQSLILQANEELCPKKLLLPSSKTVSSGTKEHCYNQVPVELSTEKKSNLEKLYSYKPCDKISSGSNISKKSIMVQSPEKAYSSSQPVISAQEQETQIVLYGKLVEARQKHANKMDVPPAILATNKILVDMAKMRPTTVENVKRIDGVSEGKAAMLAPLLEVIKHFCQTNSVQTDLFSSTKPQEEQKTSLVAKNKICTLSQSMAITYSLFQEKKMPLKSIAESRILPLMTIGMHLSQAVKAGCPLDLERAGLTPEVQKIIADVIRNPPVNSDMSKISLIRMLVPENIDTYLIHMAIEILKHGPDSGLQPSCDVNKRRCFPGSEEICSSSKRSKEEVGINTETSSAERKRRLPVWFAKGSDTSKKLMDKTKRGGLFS
#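 Kinetic red-fluorescence monitoring (525/598 nm) tracks WRN helicase activity after 100 nM fluorophore-quencher forked duplex and 2 mM ATP are added to 20 nM enzyme pretreated 15 min at room temperature with compound.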
# SW480 rereplic – inducers of DNA re-replication in SW480 colon cancer cells | Potency, µM (series often up to 46.1 µM), for inactives: at the top dose re-replication activation, actives largely listed as activators | SW480 DNA re-replication, Hoechst DNA content imaging, 48 h | 340,000 tested, 1.8% active; note: potency is the fitted concentration of half-maximal effect; % of control where 0% means no effect; nearly all actives have a fitted effect of over 55% in size
#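 SW480 cells exposed to compounds for 48 hr at 37 C, 5% CO2, then Hoechst-stained 40 min. Nuclear DNA content imaged by fluorescence scanning (405 nm excitation, 500-530 nm emission); re-replication scored as increased high-intensity nuclei.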
# MCF10A rereplic – DNA re-replication induction in MCF 10a cells; MCF 10A DNA re-replication, Hoechst nuclear intensity, 48 h; Potency, µM (top dose mostly 46.1 µM), inactives show top-dose activity, positive = re-replication, most hits filed as activators; 350,000 tested, 2.9% active; AID 624296; note: potency is the fitted concentration of half-maximal effect; % of control where 0% means no effect; nearly all actives have a fitted effect of over 50% in size
# IL-1B inflam inh – blocks inflammasome-driven IL-1 beta release. AID 743279. THP-1 LPS/ATP IL-1B secretion, AlphaLISA, 16 h; active compounds read low. activity change, % at 57.5 µM. 360,000 tested, 4.7% active; in the data active = activity change below about -50%; inconclusive = mostly about -30% to -49%; note: % is set by controls: 0 for no effect and ±100 for the full control effect
#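 THP-1 cells pretreated 1 hr with compounds (up to 57.5 uM final), then stimulated with LPS (250 ng/mL final) plus ATP (1.25 mM final); secreted IL-1B measured by AlphaLISA after 16 hr, decreased signal indicating inhibition.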
# * = called active by the depositor; ? = inconclusive; nt = not tested or not shown; [ ] = dose if it differs, or a comment. Unless noted, calls come from the whole dose curve; as a rule, active = well fitted curve in the direction sought with a large enough effect; inconclusive = small, poorly fitted or top-dose-only effect, or another doubt; inactive = no such curve, though single readings can be large; an effect the other way counts as inactive or inconclusive.
Molecule	KB-V1 cytotox	ATXN2 expr inh	HT1080-NT tox	HT1080 IDH1KD tx	KB-3-1 tox	WRN inhibitor	SW480 rereplic	MCF10A rereplic	IL-1B inflam inh
CC(NS(=O)(=O)c1ccc(CCC(=O)NCc2ccco2)cc1)c1ccccc1 (stereo not given)	-23%	-7%	12%	8%	18%	8%	?	-5%	-1
O=C(N/C(=C/c1cccnc1)C(=O)N1CCOCC1)c1ccccc1Cl	15%	7%	23%	13%	1%	3%	-4%	-1%	17
O=C(COC(=O)C1=COCCO1)Nc1cc(C(F)(F)F)ccc1Cl	8%	7%	13%	12%	30%	5%	-23%	-4%	42
CN(C)c1ccc(C2Nc3ccccc3C(=O)N2CCCN2CCOCC2)cc1 (stereo not given)	-18%	nt	-9%	5%	0%	16%	-26%	-2%	7
COc1ccc(CN2CCN(Cc3c[nH]c4ccccc34)CC2)c(OC)c1	-26%	nt	-12%	-18%	-3%	13%	nt	nt	-29
Cn1c(N)c(C(=O)COC(=O)/C=C/c2cccc(Cl)c2)c(=O)n(C)c1=O	-12%	4%	4%	19%	-8%	5%	0%	1%	12
OCCC1CN(Cc2cccn2-c2cccnc2)CCN1C1CCCC1 (stereo not given)	0%	-5%	-5%	0%	-4%	1%	3%	11%	11
O=C(O)c1cc2c(=O)c3ccccc3oc2nc1C(F)(F)F	-3%	-24%	-11%	8%	0%	-14%	-2%	6%	30
CCc1cc2c(=O)[nH]c(N3CCOCC3)nc2s1	-6%	5%	7%	2%	27%	-11%	2%	-7%	5
COc1ccccc1CN(C)CC(=O)Nc1ccc(Cl)cc1C(F)(F)F	-11%	-4%	-14%	-11%	-14%	-8%	9%	?	-7
COC(=O)c1sc(N)c(C(=O)OC)c1CSc1nc2sc3c(c2c(=O)n1C)CCC3	-8%	-10%	9%	4%	-1%	-9%	2%	?	27
O=C(Oc1ccc2c(c1)OCO2)c1ccc(Br)c(S(=O)(=O)N2CCOCC2)c1	-3%	-15%	-22%	-8%	5%	-7%	-4%	6%	-2
COCCCn1c2nc3ccccc3nc2c2c(=O)n(-c3ccccc3OC)cnc21	-37%	-3%	-1%	-4%[9.24 µM]	16%	13%	-6%	-1%	0
CC(C)(C)C(=O)Nc1ccc(N2CCN(S(C)(=O)=O)CC2)cc1	?	23%	12%	-8%	-7%	10%	-9%	-30%	12
Cc1cc(NC(=O)C(C)SCC(=O)OCC(=O)N(C)c2ccccc2)no1 (stereo not given)	0%	-8%	19%	5%	27%	-34%	-7%	0%	-4
CC(C)NS(=O)(=O)c1ccc(CCC(=O)Nc2cc(Cl)ccc2Oc2ccccc2)cc1	-27%	-9%	-12%	-10%	?	-20%	5%	18%	-16
CCOC(=O)c1cc(S(=O)(=O)N2CCOCC2)cn1C	11%	nt	6%	9%	14%	11%	-10%	-3%	-1
c1ccc2c(c1)CCN(c1nc3ccccc3n3cnnc13)C2	0%	13%	-19%	-4%	-10%	-7%	1%	24%	-4
Cc1cccc(C(=O)OCC(=O)Nc2c(C)nn(-c3ccccc3)c2C)c1O	45%	9%	8%	11%	10%	-3%	-13%	-3%	8
CCN1CCN(c2ccc(S(=O)(=O)N3CCOCC3)cc2NC(=O)c2ccc(Cl)cc2Cl)CC1	2%	-5%	-2%	-13%	-9%	0%	-32%[inhibitor]	?	-17
O=C(CCCCCNC(=O)N1CCn2c1nc1ccccc12)NCc1ccc(Cl)cc1	10%	-7%	2%	11%	12%	-11%	4%	0%	-15
Cc1cc2nn(-c3ccc(F)cc3)nc2cc1N	6%	-5%	-22%	-18%	4%	-12%	21µM*	21µM*	31
COc1ccc(OCCNC2CCCC2)cc1	0%	nt	3%	0%	0%	13%	-2%	-5%	-23
O=C(c1cc(-c2ccc(Cl)cc2)on1)N1CCCC1	0%	?	18%	5%	16%	-17%	-20%	-3%	-14
CN1c2ccccc2C(C)(C)[C@]12C=Cc1cc(O)ccc1O2	-22%	-14%	?	18µM*	?	-8%	?	?	37
COc1ccc(CC(=O)Nc2cccc3c2CCCC3)cc1	-15%	nt	6%	0%	0%	8%	3%	12%	-2
O=C(/C=C/Nc1cccc([N+](=O)[O-])c1)c1cccs1	17%	nt	6%	-1%	0%	5%	-17%	0%	1
CCOC(=O)C1CCCN(Cc2cn(C)nc2-c2ccc3c(c2)OCCO3)C1 (stereo not given)	-20%	nt	-3%	-12%	3%	3%	-7%	-1%	15
COc1ccccc1N(Cc1cc(=O)[nH]c2ccccc12)C(C)=O	5%	nt	0%	8%	2%	-7%	-13%	-8%	27
CC(NC(=O)C(=O)N1CCCCC1)C(c1cccs1)N1CCN(c2ccc(F)cc2)CC1 (stereo not given)	5%	-6%	10%	6%	12%	1%	4%	1%	-1
CCN(c1cccc(C)c1)S(=O)(=O)c1ccc2c(c1)N(C(C)=O)CCS2	-14%	-24%	3%	-4%	-1%	-7%	-12%	13%	51
CCC1Oc2ccccc2N(CC(=O)NCCCN2CCN(CC)CC2)C1=O (stereo not given)	11%	-10%	-3%	18%	9%	-5%	-11%	-3%	-7
O=c1[nH]cnc2scc(-c3ccc(F)cc3)c12	14%	-5%	9%	-3%	3%	-8%	-12%	3%	-23
Cc1ccc(Cc2c(-c3ccc(Cl)cc3)nc3c(Cl)cc(C(F)(F)F)cn23)cc1	2%	5%	15%	13%	0%	-7%	nt	nt	4
N#Cc1ccc(C(=O)OCC(=O)Nc2cccc(S(=O)(=O)NC3=NCCC3)c2)cc1	-10%	nt	-4%	4%	0%	13%	2%	2%	-4
CCC(C)(C(=O)Nc1ccccc1C)N(C(=O)CNC(C)=O)c1ccccc1C (stereo not given)	2%	6%	3%	23%	11%	-3%[57.1 µM]	1%	-8%	13
COCCn1cnc2c1c(=O)n(CC(=O)NC(=O)NC(C)(C)C)c(=O)n2Cc1ccccc1	-11%	4%	1%	2%	-8%	-5%	-11%	5%	-14
COc1cccc(C(C(=O)NC2CCCC2)N2CCN(c3ncccc3C#N)CC2)c1OC (stereo not given)	?	nt	7%	-1%	1%	0%	nt	nt	-12
CCCN(CC(=O)Nc1ccccc1C)C(=O)c1cccc(-n2cnnn2)c1	0%	3%	5%	4%	-1%	-11%	-6%	8%	2
COC(=O)C1=C(NC(=O)CCCCl)CCS1	-16%	-1%	5%	12%	7%	2%	-5%	0%	9

# Single values from the entries so far:
# Cc1cc(NC(=O)C(C)SCC(=O)OCC(=O)N(C)c2ccccc2)no1 (stereo not given) in IL-1B inflam inh has -4
# COc1ccccc1CN(C)CC(=O)Nc1ccc(Cl)cc1C(F)(F)F in HT1080-NT tox has -14%

# Further results:
Molecule	KB-V1 cytotox	ATXN2 expr inh	HT1080-NT tox	HT1080 IDH1KD tx	KB-3-1 tox	WRN inhibitor	SW480 rereplic	MCF10A rereplic	IL-1B inflam inh
CCCOc1ccc(C(=O)NC(=S)NCc2cccnc2)cc1	0%	5%	0%	-12%	-5%	-18%[57.1 µM]	?	4%	-6
CN(Cc1cccs1)S(=O)(=O)c1cccs1	?	1%	-2%	-11%	-9%	-1%	-14%	-3%	-2
Cc1ccc(-c2nc(CS(=O)(=O)CC(=O)NCCCN3CCN(C)CC3)c(C)o2)cc1	-1%	-1%	-5%	8%	18%	-3%	-3%	2%	-16
Cc1sc2nc3ccc(N4CCCCC4)nn3c(=O)c2c1C	9.2µM*	31%	-4%	3%[9.24 µM]	-24%	-23%	-3%	12%	-11
CC1CCCCN1CC(=O)NC(c1ccccc1)c1ccccc1 (stereo not given)	-11%	nt	-4%	-12%	1%	3%	?	22%	-29
COc1ccc(NC(=O)c2cnc3n(c2=O)CCS3)cc1OC	6%	10%	4%	24%	19%	1%	0%	9%	-17
Cc1cc(NS(=O)(=O)c2ccc3c(c2)OCCO3)no1	2%	nt	2%	3%	-1%	0%	?	-3%	9
CC(C)(O)CN(C(=O)C(c1ccccc1)c1ccccc1)C1CCCCC1	13µM*	11%	5%	13%	0%	3%	11%	5%	-63*
O=C(COc1ccccc1-c1ccccc1)N/N=C/c1ccncc1	?	-9%	-17%	-17%	-19%	7%	-1%	21%	0
CCOC(=O)n1c(SCC(N)=O)nc2ccccc21	20%	2%	7%	8%	-5%	6%	-4%	-1%	-9
Cc1cc(-n2c(=O)c(C#N)cc3c(=O)n4cccc(C)c4nc32)no1	-6%	4%	1%	-6%	13%	7%	?	?	7
Cc1cc(C)nc(NC(=O)c2cccc(Br)c2)n1	0%	1%	4%	2%	?	1%	3%	4%	-18
Cc1cc(C)n2nc(-c3ccccc3)c(-c3ccccc3)c2n1	0%	4%	5%	3%	?	0%	?	13%	7
Cc1ccc(N2C(=O)C(CC(=O)Nc3cccc(F)c3)N(C3CC3)C2=O)cc1 (stereo not given)	14%	0%	-8%	5%	16%	-8%	-11%	1%	-22
CCCCC(c1nnnn1Cc1ccco1)N1CCN(C(=O)c2ccco2)CC1 (stereo not given)	-23%	-5%	4%	4%	-9%	-4%	2%	?	-8
Cc1cc(C)c2c(c1)NC(c1cc3c(cc1Br)OCO3)C1CC=CC21 (stereo not given)	?	3%	-16%	-18%	?	-5%	-18%	?	0
COc1ccc(-c2nnc(SCC(=O)NC3CCCC3)n2C)cc1	-17%	-11%	6%	11%	11%	8%	-8%	0%	0
CN(Cc1ccccc1)C(=O)CCC1CCN(C(=O)c2ccccc2C(F)(F)F)CC1	?	-3%	30%	-4%	-13%	6%	-6%	-11%	7
